# Screens (PubChem BioAssay)
# OXTR potentiator = potentiates the human oxytocin receptor response; AID 2445; activation, % at 3 µM; hit rate 0.061% among 320,000; CHO-OTR cells, Fluo-8 calcium fluorescence, potentiator mode; 0% = oxytocin EC15, 100% = EC100; P30559;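 active means activation above that plate's cutoff, the mean activation of tested compounds plus 3 SD, cut at about 6.6% in these data, passing the limit was not always enough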;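 further: 100% uses oxytocin at 75 nM as the full agonist control; some results filed as inactive read as strong as hits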
# Target sequence (P30559 whole entry, looked up): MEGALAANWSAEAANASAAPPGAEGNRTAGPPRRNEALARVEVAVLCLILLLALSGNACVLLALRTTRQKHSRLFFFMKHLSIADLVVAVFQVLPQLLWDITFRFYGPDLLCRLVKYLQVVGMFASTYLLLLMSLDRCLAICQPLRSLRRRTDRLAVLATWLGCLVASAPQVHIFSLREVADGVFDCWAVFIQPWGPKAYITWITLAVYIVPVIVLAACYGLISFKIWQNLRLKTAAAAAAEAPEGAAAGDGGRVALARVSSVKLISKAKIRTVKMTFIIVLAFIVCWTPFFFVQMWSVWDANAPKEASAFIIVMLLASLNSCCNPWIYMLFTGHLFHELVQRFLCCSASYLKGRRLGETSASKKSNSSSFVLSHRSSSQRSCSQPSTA
#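 test system = CHO-OTR cells, human receptor | compound = single-point 3.0 µM | schedule = 6 min compound pre-incubation at room temperature, 100 s kinetic read | signal = Fluo-8 no-wash calcium dye fluorescence, excitation 470-495 nm, emission 515-575 nm | repeats = single well per compound, singlicate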
# CHRM1 PAM = potentiates human M1 receptor response to acetylcholine. P11229. CHO-K1 hM1, Fluo-8 calcium fluorescence, ACh EC20; 0% = ACh EC20, 100% = maximal ACh. activation, % at 3 µM. hit rate 0.088% among 360,000; in the data active means activation above about 19%, passing the limit was not always enough
# Target sequence (P11229 whole entry, looked up): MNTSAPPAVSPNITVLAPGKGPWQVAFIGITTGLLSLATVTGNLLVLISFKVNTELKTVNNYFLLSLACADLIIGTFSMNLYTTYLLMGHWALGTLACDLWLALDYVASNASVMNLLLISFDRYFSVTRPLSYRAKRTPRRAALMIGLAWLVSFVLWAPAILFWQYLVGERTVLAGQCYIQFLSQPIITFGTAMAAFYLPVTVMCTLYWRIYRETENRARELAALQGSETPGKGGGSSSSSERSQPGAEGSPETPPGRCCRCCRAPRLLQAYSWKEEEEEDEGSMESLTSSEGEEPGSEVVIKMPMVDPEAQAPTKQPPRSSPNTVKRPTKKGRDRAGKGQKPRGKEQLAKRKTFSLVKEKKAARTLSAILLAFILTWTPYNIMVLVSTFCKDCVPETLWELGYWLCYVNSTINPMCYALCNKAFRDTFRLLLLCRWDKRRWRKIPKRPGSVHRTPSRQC
# CHO parental Ca = signal in parental CHO cells, OX1R antagonist counter-screen | inhibition, % at 5.6 µM | parental CHO-K1, ATP-induced calcium, Fluo-8 fluorescence | hit rate 0.63% among 330,000;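 active means inhibition above that plate's mean sample inhibition plus 3 SD, cut at about 26% in these data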;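 further: 0% = ATP-challenged DMSO wells and 100% = DMSO wells without ATP; some compounds past the cut are filed as inactive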
#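 Material: Parental CHO cells | Reagent: ATP | Compound dosing: Single nominal dose of 5.6 µM per compound | Detection: Intracellular calcium via Fluo-8 no-wash fluorescent dye | Read-out: % inhibition of ATP-induced calcium mobilization | Benchmarks: Low control ATP plus DMSO, high control DMSO only | Replicates: Singlicate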
# M1 ag parental = counter-screen for M1 agonists: effect in parental CHO-K1 cells; AID 602248; activation, % at 3 µM; hit rate 0.48% among 360,000; Fluo-8 calcium fluorescence; scaled to maximal ATP response, vehicle zero; in the data active means activation above about 15%;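 further: untransfected CHO-K1 host cells lacking M1 receptor as counterscreen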
# CHRM1 antagonist = blocks human M1 muscarinic receptor; P11229; CHO-K1 hM1, Fluo-8 calcium fluorescence, ACh EC80 antagonist; inhibition, % at 3 µM; hit rate 1.3% among 360,000; AID 588852;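 active means percent inhibition above its own plate's cutoff, namely the mean of that plate's compound wells plus 3 SD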;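 further: peak over basal fluorescence ratio during 140 s after agonist addition; 0% = ACh EC80 plus DMSO and 100% = DMSO alone without agonist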
# M4 ag = agonists of human muscarinic M4 receptor (CHRM4); P08173; hit rate 0.14% among 360,000; activation, % at 3 µM; CHO-K1 hM4/Gqi5, Fluo-8 calcium fluorescence; vehicle 0%, full acetylcholine response 100%; AID 624127;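 active means activation above the run mean over all test wells plus 3 SD, cut at about 32% in these data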;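 further: peak over basal fluorescence ratio per well then scaled between controls; 0% = DMSO wells and 100% = acetylcholine at EC100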
# CHO-K1 Ca antag = M1 antagonist counterscreen hit in parental CHO-K1 cells | ATP-induced calcium, Fluo-8 fluorescence | hit rate 0.6% among 360,000 | inhibition, % at 3 µM | AID 602250;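 active means inhibition above a per-plate cutoff, the plate's mean sample inhibition plus 3 SD, cut at about 24% in these data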;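 further: 0% = DMSO plus EC80 ATP and 100% = DMSO alone without ATP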
# M4 antag = blocks acetylcholine activation of human M4 receptor; P08173; CHO-hM4 cells, ACh EC80, Fluo-8 calcium fluorescence; inhibition, % at 3 µM; hit rate 0.73% among 360,000; AID 624125;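 active means inhibition above its plate's cutoff, the mean inhibition of sample wells plus 3 SD, cut at about 27% in these data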;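 further: 0% = acetylcholine EC80 with DMSO and 100% = DMSO without agonist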
# M1 ag = activates human CHRM1 receptor | P11229 | CHO-K1 hM1, Fluo-8 calcium fluorescence, agonist mode; 0% DMSO, 100% acetylcholine EC100 | activation, % at 3 µM | hit rate 0.33% among 360,000 | AID 588814;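 active means activation above the run's mean compound activation plus 3 SD, cut at about 16% in these data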;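 further: peak over basal fluorescence ratio within a 140 s kinetic read after compound addition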
# An asterisk follows results filed as active; . = no result given.
# Start of the listing, in advance, 14 compounds:
SMILES,OXTR potentiator,CHRM1 PAM,CHO parental Ca,M1 ag parental,CHRM1 antagonist,M4 ag,CHO-K1 Ca antag,M4 antag,M1 ag
Cc1cc2n(n1)SC(Nc1ccc(F)c(Cl)c1)N2 (stereo not given),5,10,11,1.4,-7,3,-3,5,-4
COc1ccc2c(c1)CCc1c(C(=O)N3CC4(C)CC3CC(C)(C)C4)noc1-2 (stereo not given),-10,2,-34,0.5,-10,0,-11,-10,-7
O=C(CCSc1ccccc1)Nc1nnc(-c2ccccc2)o1,-4,8,-10,0.5,-13,2,-5,-28,-1
CCOc1ccc(CCN2C(=O)C3C4C=CC(C4)C3C2=O)cc1OCC (stereo not given),-7,13,2,0.4,2,1,15,-3,9
Cn1nnc2ccccc2c1=O,-4,6,-4,-0.1,2,0,-2,10,-6
CN(C(=O)COC(=O)Cc1c[nH]c2ccccc12)c1c(N)n(Cc2ccccc2)c(=O)[nH]c1=O,-9,11,-7,1.1,-7,1,-19,2,-2
Cc1ccc(S(=O)(=O)N(C)/N=C2/C(=O)N(CC(=O)O)c3ccccc32)cc1,-1,3,2,-0.4,13,0,9,-10,-2
CC1(C(=O)NCC2CC2)Cc2c(-c3cccc(C(F)(F)F)c3)ccnc2O1 (stereo not given),.,4,.,-0.1,-7,0,-3,4,-7
Cc1ccc(-n2c(CCC(=O)O)ccc2-c2cccs2)cc1,7,2,-10,0.5,-1,4,-20,-3,-6
Cc1nn2c(CN(C(=O)CN3CCOCC3)c3ccccc3)nnc2c2ccccc12,-7,2,-8,0.4,-9,0,-5,4,-9
Clc1ccc(-c2nnc(-c3ccccc3)c(-c3ccccc3)n2)cc1,-2,6,-35,0.5,-7,0,-7,-2,-3
COc1cc(OC)cc(-c2c(Sc3ccccc3)c3cc(-c4ccc(OC)c(OC)c4)ccc3n2C)c1,.,.,.,1.1,.,2,-15,0,.
O=S(=O)(CCc1ccccc1)N1CCOCC1,0,11,-10,-0.1,-15,0,-1,-3,-1
CC(C)CCNC(=O)Cn1c(=O)oc2cc(S(=O)(=O)N3CCc4ccccc43)ccc21,-9,-23,6,0.3,31*,4,19,14,-12

# Main list, repeating the preview:
SMILES,OXTR potentiator,CHRM1 PAM,CHO parental Ca,M1 ag parental,CHRM1 antagonist,M4 ag,CHO-K1 Ca antag,M4 antag,M1 ag
Cc1cc2n(n1)SC(Nc1ccc(F)c(Cl)c1)N2 (stereo not given),5,10,11,1.4,-7,3,-3,5,-4
COc1ccc2c(c1)CCc1c(C(=O)N3CC4(C)CC3CC(C)(C)C4)noc1-2 (stereo not given),-10,2,-34,0.5,-10,0,-11,-10,-7
O=C(CCSc1ccccc1)Nc1nnc(-c2ccccc2)o1,-4,8,-10,0.5,-13,2,-5,-28,-1
CCOc1ccc(CCN2C(=O)C3C4C=CC(C4)C3C2=O)cc1OCC (stereo not given),-7,13,2,0.4,2,1,15,-3,9
Cn1nnc2ccccc2c1=O,-4,6,-4,-0.1,2,0,-2,10,-6
CN(C(=O)COC(=O)Cc1c[nH]c2ccccc12)c1c(N)n(Cc2ccccc2)c(=O)[nH]c1=O,-9,11,-7,1.1,-7,1,-19,2,-2
Cc1ccc(S(=O)(=O)N(C)/N=C2/C(=O)N(CC(=O)O)c3ccccc32)cc1,-1,3,2,-0.4,13,0,9,-10,-2
CC1(C(=O)NCC2CC2)Cc2c(-c3cccc(C(F)(F)F)c3)ccnc2O1 (stereo not given),.,4,.,-0.1,-7,0,-3,4,-7
Cc1ccc(-n2c(CCC(=O)O)ccc2-c2cccs2)cc1,7,2,-10,0.5,-1,4,-20,-3,-6
Cc1nn2c(CN(C(=O)CN3CCOCC3)c3ccccc3)nnc2c2ccccc12,-7,2,-8,0.4,-9,0,-5,4,-9
Clc1ccc(-c2nnc(-c3ccccc3)c(-c3ccccc3)n2)cc1,-2,6,-35,0.5,-7,0,-7,-2,-3
COc1cc(OC)cc(-c2c(Sc3ccccc3)c3cc(-c4ccc(OC)c(OC)c4)ccc3n2C)c1,.,.,.,1.1,.,2,-15,0,.
O=S(=O)(CCc1ccccc1)N1CCOCC1,0,11,-10,-0.1,-15,0,-1,-3,-1
CC(C)CCNC(=O)Cn1c(=O)oc2cc(S(=O)(=O)N3CCc4ccccc43)ccc21,-9,-23,6,0.3,31*,4,19,14,-12
O=C(NO)c1ccc(C(=O)N(C2CCCCC2)C2CCCCC2)cc1,3,4,1,0.4,-2,-1,8,-15,-1
O=C(N/N=C/c1c(Cl)[nH]c2ccccc12)c1sc2ccccc2c1Cl,-12,3,-6,2.9,4,5,0,12,-8
Cc1ccc(O)c(NC(=O)c2cc3nc4c(c(C(F)(F)F)n3n2)CCc2ccccc2-4)c1,-4,1,-7,0.2,-1,2,8,9,-3
O=C(CSC1=Nc2ccccc2C2CC=NN12)Nc1ccc(F)c(F)c1F (stereo not given),-3,6,-15,0.0,1,2,14,-11,-1
COCCNC(=S)N1CCN(c2nc(-c3ccccc3)cs2)CC1,-15,24,6,3.9,1,11,-2,-3,1
Cc1ccc(-n2nnnc2SCC(=O)NCC2(N3CCOCC3)CCCCC2)c(C)c1,.,-4,.,5.9,8,14,-6,6,-3
COc1ccc(CCNC(=O)CSc2nccc(=O)[nH]2)cc1OC,-20,1,2,-0.6,4,0,5,-9,-2
O=C(CNC(=O)c1ccco1)OCc1ccc(C(=O)c2ccccc2)cc1,-6,5,-14,13,-6,19,-23,-10,-1
COc1ccc(-c2[nH]ncc2/C=N\NC(=O)c2ccc(C(C)(C)C)cc2)cc1OC,-13,3,-26,1.1,4,3,-2,2,-5
CCOc1cc(/C=C/c2cc(C(F)(F)F)[nH]c(=O)n2)ccc1O,0,5,-1,0.1,-1,-2,-8,-12,-3
O=C(O)COc1ccc(F)cc1Br,-7,3,-1,0.6,-3,0,-4,-6,-4
# Remaining list, next part
SMILES,OXTR potentiator,CHRM1 PAM,CHO parental Ca,M1 ag parental,CHRM1 antagonist,M4 ag,CHO-K1 Ca antag,M4 antag,M1 ag
CC(=O)Nc1ccc(C(=O)CSc2nnc3scc(-c4ccccc4)n23)cc1,-6,5,-18,0.7,-8,3,-17,-11,7
Cc1cnc(C(=O)OCC(=O)Nc2sc3c(c2C#N)CCC3)cn1,-9,8,10,0.7,-19,0,-9,-4,-1
COC(=O)c1c(C(=O)OC)c2ccccn2c1C(=O)c1ccccc1,-6,3,-23,3.1,-12,8,-10,-6,-3
O=C(Nc1cccc(S(=O)(=O)N2CCOCC2)c1)c1ccc2c(=O)n3c(nc2c1)CCCCC3,-1,-15,-25,6.9,31,9,-11,5,-5
COc1ccc(-n2c(COc3ccc(Cl)cc3Cl)n[nH]c2=S)cc1,.,-2,.,1.2,3,6,7,-23,3
O=c1c2ccccc2oc2cc(-c3ccc4cc[nH]c4c3)ccc12,-10,4,-27,0.4,-8,0,-10,1,-2
CC(C)C(NC(=O)OCc1ccccc1)C(=O)OCC(=O)NC1CC1 (stereo not given),-2,10,2,0.0,-8,1,-5,-6,-4
CCN(CC(=O)Nc1ccc(NC(C)=O)cc1)C(=O)c1ccc(COc2ccccc2)o1,-2,13,-6,0.8,-11,2,-5,-2,-1
CCc1ccc(C(=O)Nc2nnn(CC)n2)cc1,-4,3,-6,-0.5,-1,0,-7,0,-5
O=C(O)CCNS(=O)(=O)c1ccc2c(c1)Cc1ccccc1-2,-2,-2,0,0.5,-5,0,-9,-2,-2
CC(C)(C)NC(=O)CSc1nc(O)cc(=O)n1-c1ccccc1,-1,2,8,0.3,-24,2,-21,-5,-2
Cc1cc(C)cc(N(CC(=O)NCC2CCCO2)C(=O)CCC(=O)Nc2cc(C)on2)c1 (stereo not given),-5,2,-6,0.7,-9,2,8,-4,-2
O=C(NC(=S)Nc1ccc(CN2CCOCC2)cc1)c1ccc([N+](=O)[O-])cc1,-9,6,-6,7.1,-4,11,-12,3,-7
O=C(Nc1ccccc1F)c1ccc(C(=O)c2ccccc2)cc1,-13,2,-5,1.8,0,3,-3,5,-4
O=C(/C(=C/O)N=Nc1ccc(Cl)cc1)c1ccncc1,-2,5,-22,0.8,-5,1,-1,10,-4
COc1cccc(N2CCN(C(=O)c3cc4ccc(OC)cc4[nH]3)CC2)c1,-5,0,4,-0.1,-4,1,-8,-13,-6
Cc1ccc(C)c(N2CCN(c3ccc4cc(S(=O)(=O)N5CCCCC5)ccc4n3)CC2)c1,-15,16,-3,0.7,-23,3,-12,-20,-1
Cc1ccc(C(O)c2ncc(-c3ccc(Cl)cc3)[nH]2)cc1F (stereo not given),.,0,.,1.8,-7,3,-10,-1,1
COc1cc(NC(=O)NCc2ccncc2)cc(OC)c1OC,-7,5,-8,0.0,-23,1,2,-6,1
Cc1cccc(NC(=O)C(C)SCc2ccccc2)c1 (stereo not given),-12,5,-9,-0.2,-14,-1,-10,2,0
CCOC(=O)C1CCCN(S(=O)(=O)c2cc3c4c(c2)CCN4C(=O)CC3)C1 (stereo not given),-1,-3,-12,1.6,7,5,1,9,-3
COc1ccc(-c2cc(C(=O)Nc3ccc(S(=O)(=O)Nc4onc(C)c4C)cc3)c3ccccc3n2)cc1OC,-1,11,-1,-0.1,-17,0,5,7,-1
COc1ccc(NC(=O)c2ccco2)c2ccccc12,.,6,.,0.6,-13,1,-11,-1,-3
COc1ccc(-c2cc(C(F)(F)F)nc(SCC(=O)Nc3sc4c(c3C#N)CCC4)n2)cc1,0,8,-6,0.1,-4,0,2,-2,-6
COc1ccc(CCNC(=O)CCS(=O)(=O)c2ccc(Br)cc2)cc1OC,-7,-6,-7,0.4,-4,1,-5,-7,-7
COc1ccc(-c2c(C)n([O-])c3c([n+]2=O)CCCCC3)cc1,-2,12,-6,0.2,-5,0,2,5,-5
CC(C)OC(=O)c1cc(Cl)c(=O)n(Cc2ccc(Cl)cc2Cl)c1,-5,0,-26,-0.3,-4,-1,-13,-5,-6
COc1ccc(Nc2nnc(SC(C)C(=O)NC3CC3)s2)cc1 (stereo not given),0,3,0,-0.4,-4,1,-7,-7,-4
O=C(CSc1nc2ccccc2[nH]1)N1CCN(c2ccccc2)CC1,-4,5,-19,1.8,-5,5,0,-4,-2
CCC(C)(C)NC(=O)Cc1ccc(OC)c(OC)c1,-8,14,-22,0.9,-17,0,-20,-11,-2
